Bioassay records from PubChem.
MPTP block = mitochondrial permeability transition pore inhibitors, primary screen, biochemical, isolated mouse mitochondria, absorbance. 360,000 compounds, 1.4% hits. inhibition, % at 10 µM. Ca2+ swelling absorbance, 30 min;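 active = inhibition of 50% or more, scaled per plate between neutral and stimulator controls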;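 also: 0% = DMSO wells given calcium and 100% = 1 mM EGTA wells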
hIAP activ = human IAP activators, primary screen, biochemical, luminescence, uHTS | purified human IAP, CDP-Star luminescence, 30 min; stronger effect = higher value; 1 = vehicle-only enzyme, 0 = enzyme-free background | 330,000 compounds, 0.16% hits | activation factor at 10 µM;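 active = activation factor of the enzyme at least 2-fold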; also: the source names both 10 and 20 µM as test concentration; values of inactives mirror those of a sister screen read the other way
Target sequence (P09923 whole entry, looked up): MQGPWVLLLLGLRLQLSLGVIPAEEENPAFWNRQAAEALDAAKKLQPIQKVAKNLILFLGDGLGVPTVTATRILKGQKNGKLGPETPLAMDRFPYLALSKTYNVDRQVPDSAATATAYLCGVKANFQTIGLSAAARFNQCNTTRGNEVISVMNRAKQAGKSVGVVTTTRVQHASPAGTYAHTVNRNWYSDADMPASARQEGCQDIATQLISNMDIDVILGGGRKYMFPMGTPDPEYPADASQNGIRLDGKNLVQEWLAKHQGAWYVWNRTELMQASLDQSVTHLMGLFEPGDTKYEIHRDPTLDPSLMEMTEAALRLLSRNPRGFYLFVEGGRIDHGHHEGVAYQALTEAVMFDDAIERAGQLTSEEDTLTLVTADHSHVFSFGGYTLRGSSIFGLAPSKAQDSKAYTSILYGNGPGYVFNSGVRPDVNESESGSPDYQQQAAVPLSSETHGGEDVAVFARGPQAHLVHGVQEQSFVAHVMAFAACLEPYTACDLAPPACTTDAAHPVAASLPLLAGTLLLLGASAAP
GRIN3A LBD mod = binders of NR3A ligand-binding domain, primary screen, biophysical, differential scanning fluorimetry, uHTS | NR3A LBD differential scanning fluorimetry, Tm shift; 0% = protein alone, 100% = glycine-bound protein | Tm shift relative to glycine control, % at 25 µM | AID 1259313, 2017 | 340,000 compounds, 2.5% hits | Glutamate receptor ionotropic, NMDA 3A (GRIN3A) ligand-binding domain;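 active = melting temperature shift of at least 10% of the positive control shift, at one fixed dose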
mIAP activ = activators of mouse IAP, primary screen, biochemical, luminescence, uHTS; intestinal alkaline phosphatase [Mus musculus]; muIAP, CDP-Star luminescence, 30 min; stronger effect = higher value; 1 = vehicle-only enzyme signal, 0 = enzyme-free wells; activation factor at 10 µM; 330,000 compounds, 0.24% hits;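 active = activation factor of at least 2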; also: the source names both 10 and 20 µM as test concentration; values of inactives mirror those of a sister screen read the other way
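System: Mouse IAP enzyme | Also added: CDP-Star substrate | Dosing: Compounds dispensed in DMSO | Schedule: 30 min enzyme-substrate-compound incubation at room temperature | Technique: Chemiluminescence readout | Control set: DMSO-only wells and no-enzyme negative control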
APOBEC3A inh = APOBEC3A ssDNA deaminase inhibitors, primary screen, selectivity assay for APOBEC3G inhibitor project, biochemical, FAM/TAMRA oligo cleavage fluorescence. inhibition, % at 20 µM. 330,000 compounds, 0.41% hits. AID 493011, 2011. recombinant A3A, FAM/TAMRA ssDNA deamination fluorescence. DNA dC->dU-editing enzyme APOBEC-3A (Homo sapiens), P31941;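 active = at least 40% inhibition at 20 µM here, with at most 30% in a related deaminase screen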;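 also: plate controls were A3A with DMSO for no effect and wells lacking A3A enzyme for full effect; some results filed as inactive read as strong as hits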
Target sequence (P31941 whole entry, looked up): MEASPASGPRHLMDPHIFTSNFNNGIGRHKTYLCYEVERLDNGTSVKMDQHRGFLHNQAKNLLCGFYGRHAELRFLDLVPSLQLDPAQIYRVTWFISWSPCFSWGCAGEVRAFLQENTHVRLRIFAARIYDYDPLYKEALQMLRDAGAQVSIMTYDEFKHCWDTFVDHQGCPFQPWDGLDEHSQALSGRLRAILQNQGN
A3G deaminase = APOBEC3G DNA deaminase inhibitors, primary screen, biochemical, fluorescence, single-stranded DNA substrate, uHTS. recombinant A3G, ssDNA deamination FAM/TAMRA fluorescence. inhibition, % at 20 µM. 330,000 compounds, 0.28% hits. AID 493012, 2011;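 active = inhibition of at least 40% at 20 µM, with no more than 30% in the related APOBEC3A deaminase screen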;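 also: plate controls were DMSO wells with A3G for no effect and wells lacking A3G enzyme for full effect; some compounds called inactive have numbers as strong as hits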
Target sequence (Q9HC16 whole entry, looked up): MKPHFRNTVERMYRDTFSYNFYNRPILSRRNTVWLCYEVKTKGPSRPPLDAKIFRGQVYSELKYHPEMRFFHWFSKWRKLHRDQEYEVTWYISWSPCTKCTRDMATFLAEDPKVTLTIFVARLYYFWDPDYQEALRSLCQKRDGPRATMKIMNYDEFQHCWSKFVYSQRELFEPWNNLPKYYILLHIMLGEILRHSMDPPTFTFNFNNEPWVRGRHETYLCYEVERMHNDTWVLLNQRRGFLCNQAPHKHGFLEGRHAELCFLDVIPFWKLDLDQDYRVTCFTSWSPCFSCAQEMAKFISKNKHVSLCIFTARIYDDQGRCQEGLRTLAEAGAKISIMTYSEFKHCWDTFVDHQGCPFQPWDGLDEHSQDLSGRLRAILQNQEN
mIAP block = inhibitors of mouse IAP, primary screen, biochemical, luminescence, uHTS; AID 2806, 2010; purified mouse IAP, CDP-Star luminescence, 30 min; 330,000 compounds, 0.2% hits; inhibition, % at 10 µM; intestinal alkaline phosphatase [Mus musculus];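 active = inhibition of at least 40% at 10 µM in the primary screen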;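 also: plate controls were DMSO with enzyme for no effect and no enzyme wells for full effect; values of inactives mirror those of a sister screen read the other way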
hIAP inh = human IAP inhibitors, primary screen, biochemical, luminescence, uHTS. Intestinal-type alkaline phosphatase (Homo sapiens), P09923. purified IAP, CDP-Star luminescence, 30 min. inhibition, % at 10 µM. 330,000 compounds, 0.12% hits. AID 2544, 2010;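 active = inhibition reaching a set limit with compound at 10 µM in the primary screen, cut at about 35% in these data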;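 also: plate controls were DMSO wells with enzyme for no effect and no-enzyme buffer wells for full effect; values of inactives mirror those of a sister screen read the other way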
MIN6 prolif = inducers of MIN6 beta-cell proliferation, primary screen, ATP luminescence, uHTS | MIN6 cells proliferation, ATPlite luminescence, 48 h; cells starved in 0.2% serum; 100% = growth in 10% serum | proliferation, % at 10 µM | 330,000 compounds, 0.29% hits | AID 2380, 2010;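 active = compounds whose signal lies at least 3.5 SD above the mean of all wells on their plate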;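 also: 0% = DMSO-treated cells in low-serum medium and 100% = 10% serum control; some compounds called inactive have numbers as strong as hits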
* = called active by the depositor; . = no result given. A portion of the library; rates above refer to the full screens.

SMILES	MPTP block	hIAP activ	GRIN3A LBD mod	mIAP activ	APOBEC3A inh	A3G deaminase	mIAP block	hIAP inh	MIN6 prolif
CCC(=NCc1cccnc1)c1c(O)n(-c2ccccc2)c(=O)[nH]c1=O	0.1	0.986	-0.2	1.01	-0.6	-3.7	-0.7	1.4	-0.3
Fc1ccccc1CCNCc1cccc2ccccc12	2.1	0.826	-1.1	0.954	-3.3	-8.0	4.6	17.4	0.0
CC(=NCc1ccco1)c1c(O)n(-c2ccccc2)c(=O)[nH]c1=O	1.6	0.985	-0.4	1.01	0.1	-6.4	-0.7	1.5	-2.1
CCN1CCN(Cc2cc(Br)ccc2O)CC1	0.1	0.886	1.2	0.907	-5.9	-6.0	9.3	11.4	-0.9
N=C1c2ccccc2CN1NC(=O)c1ccc(Br)cc1	1.3	0.977	8.8	1.03	-0.1	-7.3	-3.5	2.3	-0.5
CC/C(=N\NC(N)=O)c1c(O)[nH]c(=O)[nH]c1=O	-0.7	1.02	-0.6	1.03	-3.8	-10.0	-3.0	-2.3	-2.0
CC(=O)C1C2c3ccccc3OC1(C)N=c1s/c(=C/c3cnn(C)c3)c(=O)n12 (stereo not drawn)	-8.7	0.911	0.2	0.94	-2.5	-1.8	6.0	8.9	-3.6
COc1ccc(C(=O)CN2CCCCC2)cc1	-0.8	1.01	0.3	0.981	-3.6	-7.1	1.9	-0.7	0.8
CCN1CCN(c2ccc(N)cc2C)CC1	0.8	1.19	0.9	1.21	-10.1	-4.9	-21.1	-19.1	-0.9
COC(=O)C1=C(c2ccc(OC(F)(F)F)cc2)C[C@@H]2CC[C@H]1N2C(=O)N1CCC(O)CC1	0.8	0.951	-1.1	1.06	0.7	-10.3	-5.7	4.9	8.0
O=C(C[N+]12CCC(CC1)C(CO)C2)c1ccc(Br)cc1 (stereo not drawn)	-0.4	0.917	-1.0	0.996	-4.8	-5.2	0.4	8.3	-2.1
CC1(C)OC(c2ccccc2)=C/C(=C/C=C2C(=O)NC(=S)NC2=O)O1	.	0.768	-8.3	0.829	-162.0	-306.8	17.1	23.2	-0.9
Cc1ccc(OCCn2cccc2/C=C2/C(=O)NC(=O)N(Cc3ccco3)C2=O)cc1	2.1	1.06	-9.8	0.718	5.1	2.6	28.2	-6.3	-3.1
O=C(Cn1c2c(c(-c3ccccc3Cl)cc1=O)CCC2)N1CCC2(CC1)OCCO2	9.8	0.994	1.7	0.893	-3.4	-5.0	10.7	0.6	-0.5
CC(=NCCC1=CCCCC1)c1c(O)n(C)c(=O)n(C)c1=O	2.9	0.874	-4.2	0.926	-3.1	-6.7	7.4	12.6	3.0
COC(=O)C1=C(c2cccc(OCc3ccccc3)c2)C[C@@H]2CC[C@H]1N2C(=O)NCCN1CCOCC1	-0.7	1.16	-0.2	1.03	1.1	-2.8	-3.3	-16.3	-2.6
CCC1C2Cn3c(nc4ccccc43)C1N(C)O2 (stereo not drawn)	0.0	0.84	1.3	0.955	-0.8	-10.6	4.5	16.0	0.6
Cc1ccc(N)c(C(=O)c2ccc(Br)cc2)c1	1.0	1.04	-5.4	0.897	-4.3	-2.1	10.3	-4.5	1.0
N#CC(C#N)=Cc1ccc(-c2ccccc2)o1	.	1.05	.	0.964	3.7	-4.2	3.6	-4.7	-0.4
Cc1cc(OC(C)C(=O)NCc2ccncc2)c2c3c(c(=O)oc2c1)CCCC3 (stereo not drawn)	-0.5	1.1	0.2	1.01	-0.6	0.1	-1.1	-10.4	1.8
ClCCN1CCN(c2ccnc3cc(Cl)ccc23)CC1	0.4	1.03	1.8	1.04	-1.5	5.8	-3.8	-3.5	-4.0
Cn1c(O)c(C=NC2CCN(Cc3ccccc3)CC2)c(=O)n(C)c1=O	0.1	1.12	-0.9	0.997	6.9	4.1	0.3	-12.1	-0.2
Fc1cccc(CNCCc2c[nH]c3ccccc23)c1	1.7	1.11	-3.2	1.03	-6.3	12.1	-3.5	-11.0	-3.1
CC(C(=O)c1c[nH]c2ccccc12)N1CCc2ccccc2C1 (stereo not drawn)	2.2	0.985	2.0	1.09	-0.4	3.3	-9.4	1.5	-1.6
CCC(=NCc1ccco1)c1c(O)[nH]c(=O)[nH]c1=O	-7.5	1.01	5.1	0.958	8.5	0.7	4.2	-1.4	0.9
Cc1[nH]c2c(C(F)(F)F)cccc2c1CCN	72.9*	0.978	-0.8	1.07	-0.3	-7.0	-6.7	2.2	-1.9
Cc1ccc(S(=O)(=O)N2CCC(C(=O)N3CCC4(CC3)OCCO4)CC2)cc1	-0.5	0.867	0.9	0.929	-5.5	-3.0	7.1	13.3	0.1
COc1ccc(/C=C/C2=CCN(C)CC2)cc1	-0.1	0.914	0.2	0.885	-2.1	-0.6	11.5	8.6	0.1
CCOC(=O)C1=C(C)OC(N)=C(C(=O)OC)C12C(=O)Nc1ccc(Br)cc12 (stereo not drawn)	-0.4	1.43	-0.3	1.1	-1.1	-2.3	-10.1	-43.2	-4.8
CCCCCCN1CCN(c2ccc(Cl)cc2)CC1	0.1	0.927	3.0	0.936	-0.3	-2.9	6.4	7.3	-3.7

One compound at a time (already shown). Order of screens: MPTP block	hIAP activ	GRIN3A LBD mod	mIAP activ	APOBEC3A inh	A3G deaminase	mIAP block	hIAP inh	MIN6 prolif
Shown for CCN1CCN(Cc2cc(Br)ccc2O)CC1 → 0.1	0.886	1.2	0.907	-5.9	-6.0	9.3	11.4	-0.9
Shown for Cc1cc(OC(C)C(=O)NCc2ccncc2)c2c3c(c(=O)oc2c1)CCCC3 (stereo not drawn) → -0.5	1.1	0.2	1.01	-0.6	0.1	-1.1	-10.4	1.8

More entries
SMILES	MPTP block	hIAP activ	GRIN3A LBD mod	mIAP activ	APOBEC3A inh	A3G deaminase	mIAP block	hIAP inh	MIN6 prolif
O=c1[nH]c(=S)n(C2CC2)c(O)c1C=Nc1ccc2c(c1)OCO2	3.8	1.11	-1.9	0.888	-1.5	-1.8	11.2	-11.4	-2.3
Cn1c(O)c(C(=O)c2ccccc2)c(=O)n(C)c1=O	4.0	1.01	-0.2	0.902	-2.7	-2.8	9.8	-1.5	-2.3
O=c1[nH]c(=S)n(C2CC2)c(O)c1C=NCC1CCCO1 (stereo not drawn)	0.0	0.913	3.7	0.804	-1.8	-5.4	19.6	8.7	0.8
COc1ccc(CN2CC3CC(C2)c2cccc(=O)n2C3)cc1OC (stereo not drawn)	-3.0	1.08	-13.5	1.09	-4.5	-7.8	-9.4	-8.5	-1.9
CCN1CCN(Cc2ccc(C)cc2C)CC1	-0.2	0.763	-0.4	1.04	1.0	2.3	-4.1	23.7	1.6
CCc1ccc(C(=O)C23CN4CN(CN(C4)C2)C3)cc1	-1.2	0.99	-2.0	0.942	1.2	1.2	5.8	1.0	-1.4
N#CCCn1cc(C(=O)Nc2ccc(F)cc2)c(-c2ccc([N+](=O)[O-])cc2)n1	0.3	1.05	0.0	0.979	-4.1	-10.9	2.1	-5.0	-1.1
C[C@H]1CCC[C@@H](O)CCC/C=C/c2cc(O)cc(O)c2C(=O)O1	0.1	1.48	-0.5	1.12	-9.3	-6.5	-11.6	-47.6	-1.6
Cc1cccc(C)c1NC(=O)CN(C)CC(=O)Nc1ccc(C#N)c(Cl)c1	-0.7	1.23	-0.1	1.12	7.2	2.6	-12.2	-22.9	-0.8
COc1ccc(CC(=O)N2C[C@H]3C[C@@H](C2)c2cccc(=O)n2C3)cc1	0.8	0.942	0.8	1.06	0.2	-8.3	-6.3	5.8	0.6
CN(C)C(=O)Oc1ccnc2cc(Cl)ccc12	1.0	0.814	-0.4	0.989	-1.0	-6.8	1.1	18.6	-0.8
O=C1C2CCCN2C(c2cccnc2)N1c1nccs1 (stereo not drawn)	-0.9	0.972	2.8	0.951	3.2	-0.7	4.9	2.8	-1.6
CCOC(=O)C1C(=O)NC2(C)CC1c1cc(OC)ccc1O2 (stereo not drawn)	-1.1	1.13	0.2	0.95	-5.3	-9.2	5.0	-12.6	-4.8
COc1ccc(/C=C/C(=O)NC(=S)N2C[C@H]3C[C@H](C2)c2cccc(=O)n2C3)cc1	-0.2	1.05	-0.5	0.975	-0.7	0.3	2.5	-5.5	-2.4
Cc1ccnc(-n2c(C)cc(C=C3C(=O)N(C)C(=S)N(C)C3=O)c2C)c1	0.8	0.853	3.3	0.918	-0.8	-0.8	8.2	14.7	-1.7
O=c1[nH]c(=S)n(-c2cccc(Cl)c2)c(O)c1C=NCCN1CCNCC1	0.4	1.01	0.6	0.95	-5.9	-8.3	5.0	-0.7	-1.6
O=C1NC(c2cc3ccccc3nc2Cl)Nc2ccccc21 (stereo not drawn)	1.0	1	-5.0	1.03	-0.5	-1.3	-3.4	-0.1	-3.7
CN(C)CCN=Cc1c(O)n(Cc2ccco2)c(=O)[nH]c1=O	-0.9	1.03	-1.5	0.951	-2.1	-5.8	4.9	-3.1	-4.3
COc1ccc(OC)c(NC(=O)N2C[C@H]3C[C@@H](C2)c2cccc(=O)n2C3)c1	-1.2	0.857	-2.4	0.887	-4.5	-6.0	11.3	14.3	-0.7
CCNc1ccc(P(=S)(N(C)C)N(C)C)cc1	-1.2	1.15	-1.6	0.916	0.7	-0.7	8.4	-15.1	-2.6
CNC(=O)O/N=C/c1nn(C(=O)C(C)(C)C)cc1Br	1.6	1.2	2.5	1.04	-1.6	-8.2	-4.3	-19.9	5.1*
CN(C/N=C(\N)N[N+](=O)[O-])S(=O)(=O)c1ccccc1	-0.5	1.02	-2.7	1.01	4.5	-1.3	-1.2	-1.7	0.3
CCOC(=O)c1ccccc1NC(=O)c1c(O)[nH]c(=O)[nH]c1=O	-1.4	0.883	-1.1	1.01	-5.9	-9.4	-0.9	11.7	1.8
Cc1cccc(NC(=O)N2C[C@H]3C[C@@H](C2)c2cccc(=O)n2C3)c1	-0.4	0.951	0.8	1.2	-3.2	-5.3	-20.0	4.9	4.3
Nc1c2c(nc3ccccc13)CCN(Cc1ccccc1)C2	-0.4	1.09	-5.1	0.919	-4.2	-8.3	8.1	-8.9	1.3
Fc1ccc(Cn2nnnc2C(c2ccc(F)cc2)N2CC=C(c3ccc(F)cc3)CC2)cc1 (stereo not drawn)	1.2	0.977	-2.4	1.01	2.6	-9.2	-0.7	2.3	-3.4
COc1ccc(/C=C/C(=O)c2c(O)n(CCC3=CCCCC3)c(=O)[nH]c2=O)cc1	-3.2	1.06	0.8	0.843	-3.4	1.0	15.7	-6.1	-6.2
O=C(Nc1nccs1)c1c(O)c2c(n(Cc3ccco3)c1=O)CCCC2	-2.1	1.02	2.0	1.12	-5.3	-5.7	-11.9	-1.7	-5.0
Cc1ccsc1C(=O)C1CCCN(Cc2cnc(N(C)C)s2)C1 (stereo not drawn)	.	0.946	.	1.08	5.8	-3.0	-8.0	5.4	2.9
O=S1(=O)CC2(N3CCOCC3)CCCCCCC21 (stereo not drawn)	0.0	0.98	2.8	0.955	-1.1	-5.1	4.5	2.0	-4.0
